PRMT1 FP inh = inhibitors of human PRMT1; AID 652257; actives 1.3% (n = 370,000); recombinant PRMT1, activity-based probe fluorescence polarization; Q99873; inhibition, % at 2.79 µM;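 active means inhibition above about 21% made by adding two undisclosed values, limit read from the data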
Target sequence (Q99873 whole entry, looked up): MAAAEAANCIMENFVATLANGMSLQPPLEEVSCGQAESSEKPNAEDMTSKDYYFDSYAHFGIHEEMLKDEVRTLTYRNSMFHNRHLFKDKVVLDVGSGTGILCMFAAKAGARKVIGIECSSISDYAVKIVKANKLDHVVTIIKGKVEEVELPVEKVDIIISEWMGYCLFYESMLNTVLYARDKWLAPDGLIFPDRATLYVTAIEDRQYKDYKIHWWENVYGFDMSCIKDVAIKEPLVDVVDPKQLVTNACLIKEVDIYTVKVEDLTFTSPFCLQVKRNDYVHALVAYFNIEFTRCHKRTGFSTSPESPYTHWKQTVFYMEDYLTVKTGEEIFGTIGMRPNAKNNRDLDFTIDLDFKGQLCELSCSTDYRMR
Tn7 DDE FP = inhibitors of Tn7 peptide binding to human fibrin DD(E); inhibition, % at 8.3 µM; FP displacement of FITC-Tn7 peptide from fibrin DD(E); 0% = median of compound wells per plate; P02675; actives 0.13% (n = 370,000); AID 720508;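 active means inhibition above the mean of compounds falling within the control limits plus 3 SD of them, cut at about 14% in these data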;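 further: 0% = plate median of compound wells and 100% = 10 µM Aha-Tn7 peptide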
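Test system: human clot-derived fibrin DD(E) complex / Quantity: 2 µM final DD(E) protein / Incubation: 10 min plus 3 h, room temperature / Measured by: fluorescence polarization / Benchmarks: high control of 10 µM Aha-Tn7 peptide / Replicates: singlicate testing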
UHRF1 MBD2 ctr = human UHRF1 methylated DNA binding inhibitors; actives 0.75% (n = 370,000); UHRF1 binding to methylated oligo, TR-FRET; Q96T88; inhibition, % at 4.4 µM; in the data active means inhibition above about 21%;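 further: UHRF1 SRA domain binding a hemimethylated CpG hairpin DNA probe; 0% = median of test compound wells and 100% = reference inhibitor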
ABHD4 inh = ABHD4 (mouse) inhibition, primary FP screen; actives 0.54% (n = 370,000); Q8VD66; inhibition, % at 8.92 µM; purified mABHD4, FP-Rh probe fluorescence polarization;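 active means inhibition exceeding the mean over every tested compound plus 3 SD, cut at about 30% in these data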;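 further: 0% = plate median of compound wells and 100% = S159A mutant with DMSO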
Target sequence (Q8VD66 whole entry, looked up): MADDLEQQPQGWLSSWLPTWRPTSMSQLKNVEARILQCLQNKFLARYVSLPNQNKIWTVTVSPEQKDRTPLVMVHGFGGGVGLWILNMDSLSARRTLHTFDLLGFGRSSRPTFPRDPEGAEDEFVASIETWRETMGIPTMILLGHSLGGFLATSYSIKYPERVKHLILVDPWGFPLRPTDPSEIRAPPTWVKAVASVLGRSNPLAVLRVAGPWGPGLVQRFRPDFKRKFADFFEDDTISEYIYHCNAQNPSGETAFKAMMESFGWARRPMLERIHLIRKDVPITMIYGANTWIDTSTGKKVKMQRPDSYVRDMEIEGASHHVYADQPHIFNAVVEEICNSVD
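System: mouse ABHD4 enzyme, wild type / Medium: HEPES pH 7.0, NaCl, Pluronic buffer / Reagent: FP-Rh activity-based fluorescent probe / Control set: S159A mutant high control, sample median low control / Detection: fluorescence polarization with parallel and perpendicular emission, 525/598 nm / Schedule: 45 min + 60 min at 25 °C / Compound dosing: 8.92 µM, single dose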
TCR CD3 inh = inhibitors of human TCR-CD3 interaction | TAMRA-labeled TCR probe fluorescence, biochemical | inhibition, % at 9.4 µM | actives 0.37% (n = 360,000) | AID 651800; in the data active means inhibition above about 19%;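 further: recombinant mutant TCR 2C K166C tagged with TAMRA read by polarization; 0% = receptor in buffer alone and 100% = receptor with positive control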
HTRA1 inhibitor = HTRA1 (human) protease inhibition; recombinant HTRA1, FP-rhodamine activity-based probe, fluorescence polarization; inhibition, % at 5.96 µM; actives 0.5% (n = 340,000); AID 504803; in the data active means inhibition above about 36%;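 further: 0% = enzyme with DMSO and 100% = wells lacking enzyme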
LEDGF integ inh = blocks HIV-1 LEDGF/p75-dependent DNA integration | TR-FRET IN-LEDGF/p75 DNA integration, Eu/Cy5 | inhibition, % at 3.7 µM | actives 0.64% (n = 370,000) | AID 743269;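 active means inhibition above the screen-wide mean plus 3 SD, cut at about 13% in these data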;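 further: signal is the Cy5 over europium emission ratio at 671 and 618 nm; 0% = plate median of compound wells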
SIAE inh = human SIAE inhibition, primary screen; Q9HAT2; SIAE FP-Rh probe binding, fluorescence polarization; inhibition, % at 9.66 µM; actives 0.69% (n = 370,000);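 active means inhibition above a cutoff: mean of compounds within the control limits plus 3 SD of those, cut at about 17% in these data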;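 further: 0% = plate median of compound wells and 100% = probe without SIAE protein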
PG9 Ab binder = PG9 antibody binding by small molecule; TR-FRET gp120-PG9 antibody binding; inhibition, % at 6.7 µM; actives 0.43% (n = 360,000); AID 624416; in the data active means inhibition above about 8.5%
TDP2 absorb = TDP2 (human) inhibition, absorbance primary screen | O95551 | recombinant TDP2, T5PNP hydrolysis, p-nitrophenol absorbance 415 nm | inhibition, % at 12.8 µM | actives 0.34% (n = 370,000) | AID 720702;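 active means inhibition above the mean of all tested compounds plus 3 SD, set per campaign, cut at about 25% in these data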;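 further: 0% = DMSO with enzyme and 100% = buffer with substrate but no TDP2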
Target sequence (O95551 whole entry, looked up): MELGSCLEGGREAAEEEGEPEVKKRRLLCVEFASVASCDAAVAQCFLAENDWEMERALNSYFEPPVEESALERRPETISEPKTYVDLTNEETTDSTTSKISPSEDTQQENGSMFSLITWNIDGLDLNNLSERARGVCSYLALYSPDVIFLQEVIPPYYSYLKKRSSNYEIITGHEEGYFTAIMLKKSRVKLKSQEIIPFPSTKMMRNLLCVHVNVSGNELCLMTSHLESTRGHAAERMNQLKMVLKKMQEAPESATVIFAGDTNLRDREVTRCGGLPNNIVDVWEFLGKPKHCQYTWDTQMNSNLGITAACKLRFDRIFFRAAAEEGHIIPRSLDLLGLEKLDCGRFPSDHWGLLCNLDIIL
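Assay system: Recombinant human TDP2 | Quantity: 120 nM TDP2 per well | Incubation: 2 h at 37 °C | Signal: Epi absorbance | Evaluation: Percent inhibition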
Starred values were filed as active, the others as inactive; nt = not tested or not shown. The order is random (roughly 4.2% active in at least one column).

SMILES	PRMT1 FP inh	Tn7 DDE FP	UHRF1 MBD2 ctr	ABHD4 inh	TCR CD3 inh	HTRA1 inhibitor	LEDGF integ inh	SIAE inh	PG9 Ab binder	TDP2 absorb
COc1cccc(C2c3c(-c4ccccc4)n[nH]c3C(=O)N2c2ccc(C(=O)O)cc2)c1 (centres undefined)	2	-6	1	-25	0	-14	-3	-6	-0.4	-11
Cn1c(-c2ccsc2)c(-c2cccs2)c2cc(-c3ccc4[nH]ccc4c3)ccc21	1	-4	6	2	-4	22	3	2	-1.5	-8
CS(=O)(=O)c1ccc(Cl)c(NC(=O)COC(=O)c2ccc(-n3cnnn3)cc2)c1	-2	-2	2	-2	4	2	-3	-5	-0.6	6
CCC1(C)NC(=O)N(/N=C/c2cc(OC)c(O)c(OC)c2)C1=O (centres undefined)	-4	-2	1	-1	-6	9	3	8	-2.8	-13
Cc1cccc(N(NC(=O)C(C)(C)O)C(=O)c2ccccc2)c1	-1	0	-1	2	2	-2	-3	0	-0.8	12
CC(=O)Nc1nc2ccc(Br)cc2s1	-1	-11	-2	-12	10	-1	1	-2	-3.1	-4
CC(OC(=O)C1=COCCO1)C(=O)c1ccc(C(C)(C)C)cc1 (centres undefined)	2	0	2	-3	11	-3	1	-6	0.0	-1
CCOc1cc(Br)c(/C=C2/C(=O)N(C)C(=S)N2CC(=O)OC)cc1OC	1	-5	-3	0	2	6	2	-3	-3.5	1
COc1cc(OC)cc(C(=O)NC(C(=O)OCn2nnc3ccccc3c2=O)C(C)C)c1 (centres undefined)	2	8	1	4	-4	-8	-4	-7	0.9	1
Cc1n[nH]c(=S)n1-c1cccc(Cl)c1	-4	7	-1	-6	3	9	2	4	1.2	4
O=C(COC(=O)c1cc2c(s1)CCCC2)NCc1ccccc1Cl	-4	-3	1	-4	-6	-1	4	1	-0.9	-2
Cc1sc2nc(C(C)Nc3ccccc3N3CCOCC3)[nH]c(=O)c2c1C (centres undefined)	0	-1	0	11	4	-11	-1	0	-1.6	0
O=c1/c(=C/c2ccco2)sc2n1CN(c1cccc(Br)c1)CN=2	12	3	-6	28	3	8	11	-1	-5.3	1
COCCn1c(C)cc(C(=O)CSc2cc(C)c3ccccc3n2)c1C	6	3	-4	-16	2	-46	0	2	1.5	0
COc1ccc(S(=O)(=O)N(C)c2ccc(C(=O)NCC3CCCO3)cc2)cc1OC (centres undefined)	-3	0	-2	-4	4	5	6	-7	-1.0	-2
COc1ccc(-c2csc(NC(=O)C3CSC4(C)CCC(=O)N34)n2)cc1OC (centres undefined)	-7	-8	0	3	7	-6	1	-17	-1.7	-6
CC(=O)Cn1cnc2c(cnn2-c2ccc(F)cc2)c1=O	3	3	5	0	-1	2	-4	0	-0.9	-7
Cc1ccc(-c2n[nH]c(=S)n2C)cc1Cl	-1	5	0	4	2	3	-2	7	0.8	5
COc1ccc(OCCN2CCC(C(=O)NC(c3ccsc3)c3ccccc3C)CC2)cc1 (centres undefined)	-3	2	-2	-1	-2	nt	1	3	0.9	-1
Cc1ccc(OCC(=O)O/N=C(\N)c2ccncc2)c(C)c1	8	5	2	-1	-8	-11	0	8	2.2	-7
O=C(NCc1ccc2c(c1)OCO2)c1ccc(Cl)nc1	-3	-1	-2	-1	5	5	-1	4	1.8	-5
CCCCCCn1cc(CN2CC(N3CCN(CCO)CC3)CS2(=O)=O)nn1 (centres undefined)	2	2	18	4	-3	nt	1	5	-1.5	5
COc1ccc(C(=O)NNC(=O)c2cc(C)nc3ccccc23)cc1	0	2	-1	1	2	0	-1	0	0.7	-1
CCN(CC)S(=O)(=O)c1ccc(N2CCOCC2)c(NC(=O)c2cc(-c3ccccn3)nc3ccccc23)c1	-3	1	0	3	3	-24	0	-4	-1.1	3
CC(Sc1nc2ccc(Br)cc2[nH]1)C(=O)O (centres undefined)	0	-2	0	2	6	6	-4	-2	-3.4	3

(list continues)
SMILES	PRMT1 FP inh	Tn7 DDE FP	UHRF1 MBD2 ctr	ABHD4 inh	TCR CD3 inh	HTRA1 inhibitor	LEDGF integ inh	SIAE inh	PG9 Ab binder	TDP2 absorb
Cn1ccc2c(-c3ccc(C(C)(C)C)cc3)cc3c(c21)C1CCC3C1 (centres undefined)	2	-1	1	-5	-5	nt	1	4	-0.6	9
O=C(NCc1ccco1)c1ccc2c(=O)n(CCC3=CCCCC3)c(=O)[nH]c2c1	-3	-7	-3	-8	4	-6	-1	-22	0.4	-4
O=C(O)c1ccccc1NCc1cccs1	9	-4	4	-5	0	0	-3	1	0.5	-4
CCOC(=O)C1CCCN(C(=O)C2CCC(CNS(=O)(=O)c3ccc(NC(C)=O)cc3)CC2)C1 (centres undefined)	-1	-2	0	1	0	4	2	-1	2.0	0
CCOc1ccc(S(=O)(=O)N2CCN(CN3C(=O)CC4(CCCC4)C3=O)CC2)cc1	-1	-7	-2	-4	3	1	3	-6	-1.6	-7
CC1=CC(C)(C)n2c(O)c(N=N)c3c(C)c(C)cc1c32	0	4	1	-6	3	-3	0	-3	-0.9	2
CCC(=O)Nc1ccc(C(=O)Nc2cccnc2)cc1	-3	-8	7	-1	-5	-5	2	7	-0.9	1
Cc1ccc(-n2c(N)c(C(N)=O)sc2=S)cc1	14	1	-1	5	-6	-6	0	3	2.4	-1
CN(CC(=O)Nc1ccc(Cl)cc1)C(=O)CCNC(=O)c1ccc(Cl)cc1	-1	-5	-2	-1	3	-10	1	1	0.0	0
CCN1CCCC1CN(Cc1cc2cc(OC)ccc2[nH]c1=O)C(=O)NCc1ccccc1 (centres undefined)	1	1	7	-13	-4	-3	2	-5	0.6	-18
COc1ccc(-n2nnnc2SCC(=O)N2CCCC2)cc1OC	-2	1	-1	-1	-1	3	-1	-1	-1.7	8
Cc1ccccc1NC(=O)CSc1nc2ccccc2c(=O)n1C	0	-2	0	7	8	-1	1	-2	0.4	0
CCc1ccc(CN(C)C(=O)c2cc(COc3ccc(OC)cc3Cl)on2)nc1	1	6	1	4	1	-9	-2	0	0.0	-8
O=C(O/N=C1\CCS(=O)(=O)c2sccc21)c1ccccc1	-5	5	-1	6	2	4	0	-4	0.5	-4
O=C(CN1CCCCCCC1)N/N=C/c1ccc([N+](=O)[O-])o1	3	-5	-1	13	8	7	7	3	0.3	8
CCCCC(=O)Nc1nnc(C2=COCCO2)o1	-3	-1	3	-4	-4	5	6	-10	0.5	-19
CCOc1ccccc1NC(=O)COn1nnc2ccccc21	0	-1	4	-3	-7	0	1	5	-2.2	0
COc1ccc(OC(=O)CN2C(=O)C3C4CCC(C4)C3C2=O)cc1 (centres undefined)	-1	0	-2	5	2	6	0	3	-0.3	-11
CCCCCCC(=O)Nc1nc(C)c(-c2csc(Nc3cc(Cl)ccc3OC)n2)s1	6	0	0	-7	-10	-24	3	-5	-2.0	12
CCOC(=O)CNC(=O)c1sc(NC(=O)/C=C/c2ccccc2)nc1C	-2	0	-3	-4	-2	2	0	0	-1.5	3
CSc1nnc2n(C)c3c(c(=O)n12)C1(CCCC1)Cc1ccccc1-3	2	-5	-2	-1	5	-2	1	5	0.3	-5
CC(C)Oc1ccc(S(=O)(=O)N2CCOCC2)cc1NC(=O)CC1CCCC1	-1	-2	-1	-4	3	7	-1	4	-1.9	4
COC(=O)C[C@H]1CC[C@@H]2[C@H](COc3ccc(NS(C)(=O)=O)cc3C(=O)N2C)O1	-1	-4	-2	7	nt	nt	-3	-3	nt	4
O=C(CN1CCCCC1)Nc1cc(Cl)ccc1Cl	2	5	2	3	-6	4	-2	-5	-0.2	-1
CC1CN(C(=O)CCC(=O)NCCCc2ccccc2)c2ccccc2O1 (centres undefined)	0	-7	-4	-2	6	-5	1	-2	1.3	10

Continued:
SMILES	PRMT1 FP inh	Tn7 DDE FP	UHRF1 MBD2 ctr	ABHD4 inh	TCR CD3 inh	HTRA1 inhibitor	LEDGF integ inh	SIAE inh	PG9 Ab binder	TDP2 absorb
C=Cn1cc(CNC[C@H]2O[C@@H](n3ccc(N)nc3=O)[C@H](O)[C@@H]2O)c(C)n1	-4	4	1	-3	-3	3	0	2	-0.5	4
COc1ccc(OC)c(NC(=O)CCn2cccc2)c1	2	2	-1	0	8	5	-2	8	0.5	1
CN(Cc1ccccc1)C(=S)Nc1ccc(OC(F)F)cc1	0	-4	5	14	2	-3	-4	5	1.4	-2
Cc1ccc(NC(=O)NC2CCCCCCC2)cc1	1	7	0	2	-2	-14	-3	10	1.4	-2
CN(C(=O)c1ccccc1C(=O)c1ccccc1)C1CCS(=O)(=O)C1 (centres undefined)	2	2	4	-2	-12	2	2	-8	-0.9	-10
CS(=O)CC(O)(c1ccc(F)cc1)C1CC1 (centres undefined)	-2	-1	-3	0	5	-3	5	0	-0.8	-1
CC(=O)c1cc(C#N)c(N2CCCCC2)nc1C	-3	4	2	-3	6	-1	-1	2	-1.4	-1
O=C(Nc1ccc(C(=O)NC2CCCCC2)cc1)c1cccnc1	4	-4	11	6	-3	2	-3	5	-1.7	4
CCCCN(C(=O)C1=NN(c2ccccc2)C(=O)CC1)c1c(N)n(CC(C)C)c(=O)[nH]c1=O	2	6	1	-10	-9	7	-6	0	0.1	-1
CCCOc1ccc(NC(=O)C2CC(=O)N(C(C)C)C2)cc1 (centres undefined)	-2	6	-3	-1	4	12	-2	2	1.4	7
CC1(C)Cc2nc(-c3ccccc3)nc(SCC(O)CO)c2CO1 (centres undefined)	3	6	1	0	0	nt	-6	-5	0.2	5
Cc1cc2nc(-c3ccco3)c(Cc3cccc(F)c3)n2c(C)c1Br	36*	-2	11	11	0	nt	2	4	-0.1	6
CCOc1ccccc1NC(=O)C1C2C=CC(C2)C1C(=O)O (centres undefined)	-3	-8	-3	3	4	-3	-1	-4	-1.1	9
O/N=C(/CCc1ccccc1)C1(O)CCCCC1	-2	-4	-1	-4	2	-9	0	6	-1.5	1

Some of these compounds in order of heavy-atom count, high to low.
SMILES	PRMT1 FP inh	Tn7 DDE FP	UHRF1 MBD2 ctr	ABHD4 inh	TCR CD3 inh	HTRA1 inhibitor	LEDGF integ inh	SIAE inh	PG9 Ab binder	TDP2 absorb
Cc1sc2nc(C(C)Nc3ccccc3N3CCOCC3)[nH]c(=O)c2c1C (centres undefined)	0	-1	0	11	4	-11	-1	0	-1.6	0
CC1(C)Cc2nc(-c3ccccc3)nc(SCC(O)CO)c2CO1 (centres undefined)	3	6	1	0	0	nt	-6	-5	0.2	5
O=C(O/N=C1\CCS(=O)(=O)c2sccc21)c1ccccc1	-5	5	-1	6	2	4	0	-4	0.5	-4

Single values from the results shown:
Reading for CS(=O)CC(O)(c1ccc(F)cc1)C1CC1 (centres undefined) under UHRF1 MBD2 ctr: -3
Reading for Cc1ccc(NC(=O)NC2CCCCCCC2)cc1 under Tn7 DDE FP: 7
Reading for CCCOc1ccc(NC(=O)C2CC(=O)N(C(C)C)C2)cc1 (centres undefined) under TCR CD3 inh: 4
Reading for CCOc1ccccc1NC(=O)C1C2C=CC(C2)C1C(=O)O (centres undefined) under LEDGF integ inh: -1
Reading for CC1(C)Cc2nc(-c3ccccc3)nc(SCC(O)CO)c2CO1 (centres undefined) under LEDGF integ inh: -6
Reading for CN(C(=O)c1ccccc1C(=O)c1ccccc1)C1CCS(=O)(=O)C1 (centres undefined) under Tn7 DDE FP: 2
